# Screens as filed in PubChem.
# PPARg SRC1 recr – PPARgamma-driven SRC-1 recruitment agonism; activation, % at 8 µM; AID 631; 0.41% of 200,000 active; P37231; PPARgamma-SRC-1 coactivator recruitment biochemical assay; in the data active = activation above about 19%;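 also: 0% = DMSO and 100% = reference agonist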
# ROMK mod – modulators of human ROMK potassium channel. P48048. Tet-inducible ROMK, thallium flux fluorescence; actives lie on both sides. B-score at 10 µM. 2% of 130,000 active;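 active = signal ratio slope over the read window, or its plate-corrected B-score, at least 3 SD from the plate mean, either direction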;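 also: B-score of the F/F0 ratio slope over 7 to 12 s after thallium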
# Target sequence (P48048 whole entry, looked up): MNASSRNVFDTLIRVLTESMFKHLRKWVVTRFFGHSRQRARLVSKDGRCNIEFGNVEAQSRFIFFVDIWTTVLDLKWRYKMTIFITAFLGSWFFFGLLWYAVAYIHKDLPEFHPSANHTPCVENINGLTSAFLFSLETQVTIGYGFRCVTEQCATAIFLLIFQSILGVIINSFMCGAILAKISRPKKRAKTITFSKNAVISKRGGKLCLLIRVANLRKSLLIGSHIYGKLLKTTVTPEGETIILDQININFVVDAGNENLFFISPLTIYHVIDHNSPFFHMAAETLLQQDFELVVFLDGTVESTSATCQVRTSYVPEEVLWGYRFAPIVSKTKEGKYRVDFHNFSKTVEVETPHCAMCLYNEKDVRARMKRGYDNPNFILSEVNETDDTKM
# PPARg SRC3 recr – agonists of human PPARgamma SRC-3 coactivator recruitment; P37231; biochemical PPARgamma/SRC-3 coactivator recruitment assay; activation, % at 8 µM; 0.26% of 200,000 active; AID 731; in the data active = activation above about 23%;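 also: 0% = DMSO and 100% = reference agonist; some compounds past the cut are filed as inactive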
# bIAP inh – blocks bovine intestinal alkaline phosphatase activity; purified bovine IAP, CDP-star luminescence, 30 min; inhibition, % at 20 µM; 190,000 tested, under 10 active; AID 1019;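 active = over 50% inhibition of intestinal alkaline phosphatase at 20 µM in the single-dose screen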
#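 Assay system: bovine IAP enzyme; medium: DEA buffer 100 mM, pH 9.8, with MgCl2 1.0 mM, ZnCl2 0.02 mM; doses: 20 µM single dose; incubation: enzyme reaction for 30 min at room temperature; detection: CDP-star luminescence signal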
# TR-FRET SRC-2 ct – counter-screen for PPARgamma SRC-2 recruitment agonists: TR-FRET artefact | stronger effect = higher value | TR-FRET ratio at 8 µM | 0.4% of 200,000 active | AID 1049; in the data active = TR-FRET ratio above about 2000; also: inactives centre near 1500; reference of the scale not given here
# DTT redox prof – compounds producing H2O2 with reducing agent – biochemical, NIH compound library profiling, artefact control for MLSCN library redox annotation, primary screen | DTT-dependent redox cycling H2O2, phenol red/HRP absorbance; 100% = 100 µM peroxide control, 0% = buffer | 0.03% of 200,000 active | AID 878 | activation, % at 10 µM;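 active = activation of at least 50% relative to the plate's high and low controls in the primary single-dose screen; inactive = activation below 50%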;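 also: compound incubated with DTT at 0.8 mM final as the reducing agent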
# S1P3 antagonist – blocks the human S1P3 receptor. CHO S1P3 NFAT-BLA reporter, FRET fluorescence, antagonist mode. inhibition, % at 4.98 µM. Q99500. 0.27% of 170,000 active. AID 485;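 active = inhibition above the plate cutoff, the mean inhibition of test wells on that plate plus 3 SD, cut at about 28% in these data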;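 also: cells challenged with S1P at its EC80 of 0.8 µM; blue over green emission ratio from cleaved BLA substrate after 4 h stimulation; 0% = S1P-stimulated wells and 100% = unstimulated DMSO-only wells; some compounds past the cut are filed as inactive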
# Target sequence (Q99500 whole entry, looked up): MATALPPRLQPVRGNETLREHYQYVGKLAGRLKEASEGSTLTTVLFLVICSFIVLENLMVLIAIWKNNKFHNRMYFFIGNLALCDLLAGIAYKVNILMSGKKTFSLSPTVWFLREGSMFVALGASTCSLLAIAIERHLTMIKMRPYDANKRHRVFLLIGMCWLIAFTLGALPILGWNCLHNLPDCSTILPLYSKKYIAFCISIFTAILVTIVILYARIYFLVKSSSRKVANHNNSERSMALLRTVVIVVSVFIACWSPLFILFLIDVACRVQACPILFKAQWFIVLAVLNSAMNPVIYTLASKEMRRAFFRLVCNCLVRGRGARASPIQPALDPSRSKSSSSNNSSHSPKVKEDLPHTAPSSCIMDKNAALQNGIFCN
# PPARg SRC-2 ag – PPARgamma-driven SRC-2 recruitment agonism. P37231. PPARgamma LBD-SRC-2 recruitment, biochemical. activation, % at 8 µM. 0.34% of 200,000 active. AID 1032; in the data active = activation above about 22%;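 also: 0% = vehicle and 100% = reference agonist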
# Lmaj promast – inhibitors of Leishmania major promastigote growth | Leishmania major promastigotes, resazurin fluorescence viability | inhibition, % at 10 µM | 9% of 200,000 active | AID 1063; in the data active = inhibition above about 50%;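 also: promastigotes grown with compound for 44 hours at 28 °C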
# bIAP activator – intestinal alkaline phosphatase (bovine) activation | 0.17% of 200,000 active | activation factor at 20 µM | purified bovine IAP, CDP-star luminescence, 30 min; stronger effect = higher value; fold of DMSO-control signal, blank-subtracted;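 active = activation factor of 2 or more at 20 µM, a signal rise over negative controls twice the positive control's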
# TLR4-MyD88 BLA – TLR4-MyD88 interaction inhibition in cells; 0.18% of 200,000 active; inhibition, % at 8.4 µM; O00206+Q99836; HeLa CL3-4 TLR4/MyD88 BLA complementation, FRET ratio; in the data active = inhibition above about 25%;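 also: 0% = vehicle and 100% = reference inhibitor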
# The depositor's hits bear a star; nt = no result given. The order is random. Share with any hit: about 11%.
cpd	mol	bIAP activator	DTT redox prof	Lmaj promast	bIAP inh	PPARg SRC3 recr	ROMK mod	S1P3 antagonist	PPARg SRC1 recr	TR-FRET SRC-2 ct	TLR4-MyD88 BLA	PPARg SRC-2 ag
1	O=c1c2c(-c3cccs3)csc2ncn1-c1ccccc1	1.1	0.9	6	-5	2	nt	nt	-2	1481	-7	0
2	Cc1ccn(-c2ccc([N+](=O)[O-])cc2)n1	0.9	2.0	-5	10	0	nt	nt	2	1449	15	4
3	CN1/C(=C\C=C2/C(=O)Oc3ccccc3C2=O)C(C)(C)c2ccccc21	1.1	-0.2	2	-5	0	nt	-2	-4	1437	12	5
4	CC1(c2ccccc2)NC(=O)N(CC(=O)N2CCOCC2)C1=O (stereo not drawn)	1	1.2	9	-3	-21	nt	-10	-5	1491	16	-6
5	CCc1nc2cc(CC(=O)O)ccc2o1	1.1	-2.3	-3	-6	-1	nt	nt	7	1652	-4	4
6	CC12CN(C(=O)c3ccco3)CC(c3ccccc3)(CN(C(=O)c3ccco3)C1)C2=O	1.1	0.7	-6	-7	-3	nt	-9	-2	1671	6	13
7	Cc1noc(COc2ccccc2OCC(N)=O)c1Cl	1	1.3	3	-4	-10	0.94	-4	3	1501	8	-3
8	CCOC(=O)c1c(C)nc(C)c2c(=O)oc3ccccc3c12	1.1	8.9	-2	-12	0	-0.37	-15	1	1428	-1	-3
9	CCn1c(CCNC(=O)c2cccs2)nnc1SCC(=O)Nc1nc(-c2ccccc2)cs1	0.9	-3.3	-1	12	7	nt	nt	4	1510	-2	-5
10	CCOC(=O)c1cc2occc2n1CCCN1C(=O)c2ccccc2C1=O	1	-0.2	-2	0	-2	-0.64	nt	-5	1490	7	-2
11	COc1ccc(N2CCN(C(=O)c3ccc4ccccc4n3)CC2)cc1	1.1	-0.7	8	-6	-8	0.3	-22	-7	1453	2	-4
12	Nc1ccccc1SCC(=O)Nc1nc(-c2ccccc2)cs1	1.1	-1.7	47	-6	2	-0.33	-3	-5	1538	7	0
13	COc1ccc(-n2c(C)cc(/C=C(\C#N)C(=O)NCc3ccco3)c2C)cc1	0.9	-0.3	34	7	-3	nt	2	-8	1566	7	-4
14	COc1cccc(NC(=S)N2CCCN(Cc3ccc(F)cc3)C2)c1	0.8	-2.7	87*	22	-3	-0.4	4	9	1502	6	3
15	Cn1c(Cl)cnc1C(O)c1ccccc1 (stereo not drawn)	1	1.9	-4	4	4	-0.51	14	6	1581	-6	-4
16	Clc1ccc2nc(-c3ccc(Br)s3)cn2c1	0.4	-3.2	6	nt	5	nt	nt	6	1718	-13	14
17	CNC(=O)COC(=O)c1cc(-c2ccc(OC)cc2)nc2ccccc12	1.1	-1.3	6	-6	1	0.24	0	-3	1476	-14	-3
18	CC1Cc2ccccc2N1C(=O)CN1C(=O)CN(C)C(=O)c2ccccc21 (stereo not drawn)	1	0.7	-3	-3	6	-1.5	nt	9	1560	-6	5
19	COc1ccc(-c2ccc(C#N)c(OC)n2)cc1	1.1	0.0	-6	-10	1	-0.016	5	-3	1785	22	7
20	CC(C)Oc1ccc(C(=O)NCC(=O)OCC(=O)N(C)Cc2cccs2)cc1	1	0.0	-8	1	3	-0.25	-5	2	1519	-7	7

# Quoted at random: 3 compounds from above, in no set order.
cpd	mol	bIAP activator	DTT redox prof	Lmaj promast	bIAP inh	PPARg SRC3 recr	ROMK mod	S1P3 antagonist	PPARg SRC1 recr	TR-FRET SRC-2 ct	TLR4-MyD88 BLA	PPARg SRC-2 ag
18	CC1Cc2ccccc2N1C(=O)CN1C(=O)CN(C)C(=O)c2ccccc21 (stereo not drawn)	1	0.7	-3	-3	6	-1.5	nt	9	1560	-6	5
4	CC1(c2ccccc2)NC(=O)N(CC(=O)N2CCOCC2)C1=O (stereo not drawn)	1	1.2	9	-3	-21	nt	-10	-5	1491	16	-6
14	COc1cccc(NC(=S)N2CCCN(Cc3ccc(F)cc3)C2)c1	0.8	-2.7	87*	22	-3	-0.4	4	9	1502	6	3

# The listing continues:
cpd	mol	bIAP activator	DTT redox prof	Lmaj promast	bIAP inh	PPARg SRC3 recr	ROMK mod	S1P3 antagonist	PPARg SRC1 recr	TR-FRET SRC-2 ct	TLR4-MyD88 BLA	PPARg SRC-2 ag
21	COc1cc(C#N)c(N=C(SCC#N)N2CCOCC2)cc1OC	1.1	1.2	-3	-6	1	0.52	1	2	1486	14	1
22	COCCn1c(C)cc(C(=O)COC(=O)c2ccc3ncsc3c2)c1C	0.9	0.4	-7	10	0	0.16	28	7	1442	7	13
23	CCOC(=O)N1CCN(S(=O)(=O)c2ccc(C(=O)Nc3ccc(F)cc3F)cc2)CC1	1	1.1	4	-1	1	nt	13	9	1675	-4	-1
24	O=C(c1ccc(C(=O)N2CCOCC2)nc1)N1CCOCC1	0.9	0.2	-6	13	-4	0.062	-29	-4	1520	-1	5
25	CN(Cc1cnn(C)c1)C(=O)c1cc(COc2c(F)cccc2F)on1	1.1	0.0	-10	-10	1	0.12	-20	4	1503	4	-5
26	Cc1cccnc1NS(=O)(=O)c1cccc([N+](=O)[O-])c1	1	-0.2	49	0	-4	-0.45	-11	2	1627	-9	5
27	CC(C)(C)n1ncc2c(=O)n(CC(=O)OCc3ccccc3)cnc21	1	0.1	-1	2	-1	-0.52	-3	-2	1454	-15	7
28	COc1ccc(/C=N/c2c(-c3ccc(OC)cc3)nc3n2CCS3)cc1	0.9	-0.4	-1	13	3	1.3	nt	5	1632	1	5
29	CCOc1ccc(-c2ccc(SC)nn2)cc1	1.2	-1.1	0	-18	1	-0.54	5	9	1532	9	3
30	COc1cc(NC(=O)CSc2nnnn2Cc2ccc3c(c2)OCO3)cc(OC)c1	0.9	-1.2	-3	6	-1	0.62	nt	-7	1615	11	5
31	CCC(C)Nc1nc(OC(C(F)(F)F)C(F)(F)F)nc(OC(C(F)(F)F)C(F)(F)F)n1 (stereo not drawn)	1.1	0.9	-2	-9	6	nt	nt	-3	1432	2	-3
32	CCC(=O)Nc1ccc(NC(=O)c2ccco2)c(OC)c1	0.8	-3.2	-7	23	5	nt	-26	2	1466	-16	7
33	S=C(NCC1CCCO1)Nc1ccccc1 (stereo not drawn)	0.9	-0.4	11	14	-1	-0.77	-16	6	1475	-6	-3
34	CN1CCN(C(=O)CCN2C(=O)c3ccccc3C2=O)CC1	0.9	-0.2	-7	6	7	-0.4	8	-2	1380	2	-6
35	CCOC(=O)N1CCN(C(=O)NC23CC4CC(CC(C4)C2)C3)CC1	0.9	-2.9	-3	13	4	-0.15	-45	0	1583	-3	13
36	O=C(CCN1C(=O)c2ccccc2C1=O)N1CCN(c2ccccn2)CC1	0.9	-2.0	-5	9	-3	nt	6	4	1556	11	0
37	Cc1ccc(-c2nnc(SCC(=O)N/N=C/c3ccc(C)s3)n2-c2ccccc2)cc1	1	0.5	32	-4	-2	nt	-26	12	1551	-6	4
38	CC(Oc1ccc(C(=O)c2ccccc2)cc1)C(=O)Nc1ccc(S(N)(=O)=O)cc1 (stereo not drawn)	0.9	0.0	0	6	0	-0.95	-4	-6	1449	9	-3
39	OC(CSc1ccccc1Cl)CN1CCN(c2ccc(F)cc2)CC1 (stereo not drawn)	0.9	-1.0	91*	9	22	nt	nt	-4	1633	2	7
40	O=C(OCCN(C1=NS(=O)(=O)c2ccccc21)c1ccc(Cl)cc1)c1ccco1	0.7	-0.4	15	32	0	nt	-9	0	1789	0	8
41	O=S(=O)(NCc1ccco1)c1ccc(S(=O)(=O)N2CCCCC2)cc1	1	3.1	2	-2	0	-0.0027	nt	4	1502	-6	-3
42	COCCCn1c(-c2ccccc2Cl)n[nH]c1=S	0.8	1.8	-3	17	10	nt	-39	5	1619	-9	-1
43	O=C(O)c1ccc(Cl)c(NC(=S)NC(=O)c2ccccc2[N+](=O)[O-])c1	1	0.1	-3	4	1	-0.028	2	-4	1473	-2	4
44	O=C(c1ccco1)N1CCCC(c2nc(-c3ccc(S(=O)(=O)NCc4ccccc4)cc3)no2)C1 (stereo not drawn)	0.9	0.4	49	10	-4	-1.6	nt	-5	1510	-13	-7
45	N#Cc1cc(-c2ccccc2)cn(Cc2c(Cl)cccc2Cl)c1=O	0.8	1.6	-9	15	18	nt	nt	-2	1679	-1	9
46	CCCCCn1c(CN2CCN(Cc3ccccc3)CC2)nc2c1c(=O)[nH]c(=O)n2C	1.4	1.6	-4	-42	-15	0.66	-13	-3	1419	-8	-6
47	CCn1cc(CN(C)S(=O)(=O)c2ccc3ccccc3c2)c(C)n1	0.5	0.1	4	47	-2	nt	9	-8	1510	0	-6
48	COc1ccc(CCN2C(=O)C3C(C2=O)C2C=CC3C23CC3)cc1OC (stereo not drawn)	1	0.0	19	-2	-1	-0.033	-13	0	1368	2	1
49	C[C@@H]1CCC[C@@]2(O[C@H](CCO)C[C@@H](O)[C@@H]2O)O1	0.9	0.3	-7	14	2	0.58	4	-1	1430	-2	5
50	CCN(CC)c1ccc(/C=N/NC(=O)c2ccc([N+](=O)[O-])cc2)cc1	0.9	0.0	-13	14	-6	1.8	6	0	1587	-3	1
51	CCOC(=O)NNC1CC(=O)N(c2ccccc2)C1=O (stereo not drawn)	0.9	-0.7	45	7	3	1	-2	10	1745	0	6
52	Cc1ccc(S(=O)(=O)N2CCCC(C(=O)N3CCCc4ccccc43)C2)cc1 (stereo not drawn)	0.9	0.0	5	9	13	nt	nt	0	1551	8	5

# An excerpt of these results, as labelled records.
(50) CCN(CC)c1ccc(/C=N/NC(=O)c2ccc([N+](=O)[O-])cc2)cc1
  bIAP activator = 0.9 | DTT redox prof = 0.0 | Lmaj promast = -13 | bIAP inh = 14 | PPARg SRC3 recr = -6 | ROMK mod = 1.8 | S1P3 antagonist = 6 | PPARg SRC1 recr = 0 | TR-FRET SRC-2 ct = 1587 | TLR4-MyD88 BLA = -3 | PPARg SRC-2 ag = 1

(46) CCCCCn1c(CN2CCN(Cc3ccccc3)CC2)nc2c1c(=O)[nH]c(=O)n2C
  bIAP activator = 1.4 | DTT redox prof = 1.6 | Lmaj promast = -4 | bIAP inh = -42 | PPARg SRC3 recr = -15 | ROMK mod = 0.66 | S1P3 antagonist = -13 | PPARg SRC1 recr = -3 | TR-FRET SRC-2 ct = 1419 | TLR4-MyD88 BLA = -8 | PPARg SRC-2 ag = -6

(49) C[C@@H]1CCC[C@@]2(O[C@H](CCO)C[C@@H](O)[C@@H]2O)O1
  bIAP activator = 0.9 | DTT redox prof = 0.3 | Lmaj promast = -7 | bIAP inh = 14 | PPARg SRC3 recr = 2 | ROMK mod = 0.58 | S1P3 antagonist = 4 | PPARg SRC1 recr = -1 | TR-FRET SRC-2 ct = 1430 | TLR4-MyD88 BLA = -2 | PPARg SRC-2 ag = 5
